A-T KAP1 phos – potential ataxia-telangiectasia treatments restoring KAP-1 phosphorylation; […] A-T fibroblasts, KAP-1 phosphorylation AlphaLISA; neocarzinostatin DNA damage 30 min before lysis; Potency, µM (top dose mostly 57.5 µM), without a hit: at the highest dose activation, actives largely listed as activators; 320,000 tested, 0.19% active; AID 485349; also: potency is read from the fitted curve at half-maximal effect; % of control where 0% means no effect; nearly all actives have a fitted effect of over 45% in size
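ATM-like activity read as KAP-1 phosphorylation via AlphaLISA donor/acceptor antibody pairs after lysis and 6 hr at 25C. Cells were ATM-null patient fibroblasts ([…], hTERT), dosed 60 min, then exposed to the DSB inducer NCS for 30 min.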
TSHR antagonist – human thyrotropin receptor antagonism; activity change, negative = inhibition, % at 11.5 µM; AID 504810; TSHR-expressing cells, TSH-stimulated cAMP HTRF, 2 h; active compounds read low; 330,000 tested, 0.2% active;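 active = activity change below a set negative limit, meaning inhibition stronger than a set level, cut at about -70% in these data; inconclusive = activity change between two set negative limits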; also: % is scaled to controls: 0 for no effect and ±100 for the full control effect
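TSHR-expressing cells were treated with compounds, then stimulated with TSH at EC80 (4nM final) for 2 hours at 37 deg C. Cellular cAMP was measured by HTRF competition between lysate cAMP and cAMP-d2 for a cryptate-labelled anti-cAMP antibody.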
MLL CXXC-DNA inh – inhibitors of human MLL CXXC domain-DNA interaction | 290,000 tested, 0.037% active | MLL-CXXC / FITC-HOXA9 DNA fluorescence polarization | AID 2662 | Potency, µM (doses to about 115 µM), without a hit: at the top dose activity change, negative = inhibition, most hits filed as inhibitors | Q03164; active = well fitted inhibition curve with a large enough effect in the polarisation, with a control signal flat, not every such curve was filed as active; inconclusive = small, poorly fitted or top-dose-only effect, or effect the other way, or a change in a side signal; inactive = no such curve, though single readings can be large or run the other way; the % refers to the polarisation; also: potency is read from the fitted curve at half-maximal effect
Target sequence (Q03164 whole entry, looked up, the tested form may be a part): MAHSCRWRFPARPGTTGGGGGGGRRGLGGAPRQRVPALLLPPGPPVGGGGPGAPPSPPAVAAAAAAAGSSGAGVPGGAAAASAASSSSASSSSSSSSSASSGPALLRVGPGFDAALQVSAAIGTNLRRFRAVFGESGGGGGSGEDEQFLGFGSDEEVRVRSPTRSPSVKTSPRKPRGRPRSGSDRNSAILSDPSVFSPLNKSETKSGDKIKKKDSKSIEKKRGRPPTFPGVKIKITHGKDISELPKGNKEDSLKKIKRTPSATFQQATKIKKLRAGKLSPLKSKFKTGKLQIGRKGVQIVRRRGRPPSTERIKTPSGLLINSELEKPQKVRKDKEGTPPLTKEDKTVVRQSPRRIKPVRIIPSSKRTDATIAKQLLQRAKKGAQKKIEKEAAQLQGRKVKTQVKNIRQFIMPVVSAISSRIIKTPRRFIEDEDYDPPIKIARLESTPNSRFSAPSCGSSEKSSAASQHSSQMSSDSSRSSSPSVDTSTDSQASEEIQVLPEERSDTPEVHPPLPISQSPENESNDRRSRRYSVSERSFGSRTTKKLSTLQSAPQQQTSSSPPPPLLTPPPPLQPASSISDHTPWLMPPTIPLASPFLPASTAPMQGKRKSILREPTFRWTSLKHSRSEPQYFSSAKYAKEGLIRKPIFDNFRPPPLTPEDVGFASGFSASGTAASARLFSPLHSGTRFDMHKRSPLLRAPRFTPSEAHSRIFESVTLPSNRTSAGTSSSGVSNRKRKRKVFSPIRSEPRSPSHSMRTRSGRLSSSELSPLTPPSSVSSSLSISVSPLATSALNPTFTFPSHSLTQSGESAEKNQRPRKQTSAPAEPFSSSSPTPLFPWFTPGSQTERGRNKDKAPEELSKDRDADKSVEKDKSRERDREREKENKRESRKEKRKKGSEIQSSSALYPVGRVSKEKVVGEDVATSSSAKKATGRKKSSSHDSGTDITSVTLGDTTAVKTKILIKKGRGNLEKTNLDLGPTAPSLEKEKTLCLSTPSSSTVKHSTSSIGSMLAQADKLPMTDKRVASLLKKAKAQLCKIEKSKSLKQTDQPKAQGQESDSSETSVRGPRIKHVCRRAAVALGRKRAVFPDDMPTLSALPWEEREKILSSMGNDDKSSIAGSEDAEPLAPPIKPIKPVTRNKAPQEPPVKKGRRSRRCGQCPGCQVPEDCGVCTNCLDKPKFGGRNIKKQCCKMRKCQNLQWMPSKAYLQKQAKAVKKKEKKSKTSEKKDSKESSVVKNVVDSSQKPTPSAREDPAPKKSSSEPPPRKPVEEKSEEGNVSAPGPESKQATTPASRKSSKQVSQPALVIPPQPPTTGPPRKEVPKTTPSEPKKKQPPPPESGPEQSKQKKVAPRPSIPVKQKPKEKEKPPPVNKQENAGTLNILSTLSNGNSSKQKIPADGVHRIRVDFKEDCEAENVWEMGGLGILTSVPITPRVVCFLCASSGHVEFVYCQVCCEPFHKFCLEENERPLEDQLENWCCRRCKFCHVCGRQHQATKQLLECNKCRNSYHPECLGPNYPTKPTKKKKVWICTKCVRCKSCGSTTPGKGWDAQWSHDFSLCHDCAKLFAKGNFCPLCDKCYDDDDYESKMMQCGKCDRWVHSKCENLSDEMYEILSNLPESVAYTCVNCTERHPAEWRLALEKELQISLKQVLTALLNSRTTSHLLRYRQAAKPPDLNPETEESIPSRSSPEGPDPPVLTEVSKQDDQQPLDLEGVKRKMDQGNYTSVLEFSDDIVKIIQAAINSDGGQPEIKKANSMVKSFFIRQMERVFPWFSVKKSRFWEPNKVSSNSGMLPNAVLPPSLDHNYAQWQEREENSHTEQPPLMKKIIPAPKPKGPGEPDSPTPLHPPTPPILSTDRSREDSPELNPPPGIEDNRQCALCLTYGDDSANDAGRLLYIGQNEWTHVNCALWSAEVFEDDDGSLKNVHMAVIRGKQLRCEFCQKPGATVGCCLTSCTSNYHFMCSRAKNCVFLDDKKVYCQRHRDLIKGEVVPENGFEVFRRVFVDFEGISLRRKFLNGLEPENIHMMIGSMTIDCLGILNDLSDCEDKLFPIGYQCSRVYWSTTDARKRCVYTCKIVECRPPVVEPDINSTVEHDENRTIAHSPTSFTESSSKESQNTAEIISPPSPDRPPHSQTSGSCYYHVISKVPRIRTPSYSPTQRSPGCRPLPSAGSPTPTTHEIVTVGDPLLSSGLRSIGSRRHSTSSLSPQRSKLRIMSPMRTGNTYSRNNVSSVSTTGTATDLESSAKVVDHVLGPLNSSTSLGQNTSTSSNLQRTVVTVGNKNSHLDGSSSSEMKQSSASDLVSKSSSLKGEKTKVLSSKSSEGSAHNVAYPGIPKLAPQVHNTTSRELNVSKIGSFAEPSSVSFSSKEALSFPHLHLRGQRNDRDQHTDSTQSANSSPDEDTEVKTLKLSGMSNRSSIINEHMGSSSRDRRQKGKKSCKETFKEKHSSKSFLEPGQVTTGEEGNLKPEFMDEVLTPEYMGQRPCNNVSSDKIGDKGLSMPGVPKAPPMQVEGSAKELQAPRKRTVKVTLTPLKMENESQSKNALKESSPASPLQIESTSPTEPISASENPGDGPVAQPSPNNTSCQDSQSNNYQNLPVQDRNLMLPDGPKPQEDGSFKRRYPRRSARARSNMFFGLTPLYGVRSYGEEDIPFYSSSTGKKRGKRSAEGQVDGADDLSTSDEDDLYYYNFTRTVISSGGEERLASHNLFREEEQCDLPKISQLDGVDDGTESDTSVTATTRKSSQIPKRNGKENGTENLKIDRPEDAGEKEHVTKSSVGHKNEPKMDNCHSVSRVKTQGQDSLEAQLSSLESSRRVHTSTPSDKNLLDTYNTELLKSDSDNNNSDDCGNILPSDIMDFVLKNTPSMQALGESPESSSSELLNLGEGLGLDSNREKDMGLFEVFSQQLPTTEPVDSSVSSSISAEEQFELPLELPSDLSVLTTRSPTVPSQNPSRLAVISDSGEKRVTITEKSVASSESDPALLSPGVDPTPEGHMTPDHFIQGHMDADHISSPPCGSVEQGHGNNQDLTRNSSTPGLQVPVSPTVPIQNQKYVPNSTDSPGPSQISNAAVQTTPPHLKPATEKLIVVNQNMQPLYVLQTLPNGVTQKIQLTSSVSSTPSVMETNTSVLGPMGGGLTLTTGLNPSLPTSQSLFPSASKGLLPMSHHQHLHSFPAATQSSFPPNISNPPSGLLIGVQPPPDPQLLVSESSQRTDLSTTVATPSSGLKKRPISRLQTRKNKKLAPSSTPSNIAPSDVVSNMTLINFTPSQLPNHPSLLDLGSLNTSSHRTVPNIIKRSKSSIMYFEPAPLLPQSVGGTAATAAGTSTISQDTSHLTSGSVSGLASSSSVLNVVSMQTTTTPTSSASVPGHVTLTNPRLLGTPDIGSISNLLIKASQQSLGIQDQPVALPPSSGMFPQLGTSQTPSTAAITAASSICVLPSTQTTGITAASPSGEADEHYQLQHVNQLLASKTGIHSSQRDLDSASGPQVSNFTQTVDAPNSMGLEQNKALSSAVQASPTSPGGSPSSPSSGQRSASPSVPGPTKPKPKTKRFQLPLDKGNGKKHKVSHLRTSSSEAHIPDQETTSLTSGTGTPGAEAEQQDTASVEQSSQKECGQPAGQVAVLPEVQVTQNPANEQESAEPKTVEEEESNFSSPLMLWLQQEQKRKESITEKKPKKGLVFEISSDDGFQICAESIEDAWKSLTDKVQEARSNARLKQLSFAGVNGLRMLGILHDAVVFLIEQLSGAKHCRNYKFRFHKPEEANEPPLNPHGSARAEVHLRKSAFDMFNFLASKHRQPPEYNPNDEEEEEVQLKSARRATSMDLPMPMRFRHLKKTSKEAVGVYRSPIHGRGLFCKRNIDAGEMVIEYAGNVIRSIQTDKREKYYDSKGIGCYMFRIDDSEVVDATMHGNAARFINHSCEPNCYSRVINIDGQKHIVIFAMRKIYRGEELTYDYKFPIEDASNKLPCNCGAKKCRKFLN
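Purified MLL-CXXC (added from a 7 uM solution) was preincubated 5 min at ambient with pinned compounds in 50 mM Tris-HCl pH 7.5, 50 mM NaCl, 1 mM DTT, 0.05% BSA. Fluorescein-labeled HOX-A9 DNA (50 nM solution) followed, 30 min, then polarization read.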
Tb PFK inh – blocks T. brucei phosphofructokinase; O15648; T. brucei PFK, ADP-Glo luminescence; Potency, µM (doses to about 57.5 µM), for the others: top-dose activity, negative = inhibition, hits mostly inhibitors; 330,000 tested, 0.17% active; AID 485367;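 also: potency is read from the fitted curve at half-maximal effect; 0% = uninhibited 1x PFK enzyme wells and -100% = no-enzyme wells; nearly all actives have a fitted effect of over 60% in size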
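1.25 nM PFK with 0.5 mM F6P and 0.1 mM ATP in 0.1 M TEA pH 8.0, 5 mM MgCl2, incubated 45 min at room temperature; ADP measured by ADP-Glo luminescence; compounds titrated up to 57 uM.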
BCR signal inh – inhibitors of chronic active B-cell receptor signaling. ABC-DLBCL IkBa-CBG/CBR reporter, luminescence ratio, 4 h. Potency, µM (doses to about 46.1 µM), for inactives: at the highest dose ratio change, negative = lower green/red ratio, most hits filed as inhibitors. 340,000 tested, 0.05% active; active = well fitted inhibition curve with a large enough effect in the signal ratio, with a control signal flat, not every such curve was filed as active; inconclusive = small, poorly fitted or top-dose-only effect, or effect the other way, or a change in a side signal; the % refers to the signal ratio;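 also: potency is read from the fitted curve at half-maximal effect; plate controls were basal doxycycline-induced cells for no effect and cells given 10 µM MG132 for full effect; MG132 reads +100%, hits lower the ratio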
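Compounds up to 46 uM were incubated four hours with TMD8 cells whose green CBG68 luciferase is fused to IkappaBalpha; red CBR luminescence normalised the signal, and concentration-effect curves were fitted to fusion, red and ratio data.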
Coupling enz – inhibits coupling enzyme system, counter-screen for aldolase hits; activity change, negative = inhibition, % at 58.2 µM, hits read low; AID 2472; 290,000 tested, 0.67% active; coupling enzyme system counterscreen, AmpLite Red fluorescence; in the data active = activity change below about -30%; also: % is scaled to controls: 0 for no effect and ±100 for the full control effect
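Final compound at 57.5 uM, incubated 10 min at RT with coupling enzyme reagent (glyceraldehyde-3-phosphate), then 20 min with substrate and AmpLite Red detection. Fluorescence read at 525/598 nm; tests interference with the coupling assay, not aldolase inhibition.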
GALK inhibitor – galactokinase (human) inhibition; P51570; Purified GALK, Kinase-Glo residual ATP luminescence; Potency, µM (highest dose often 57.5 µM), for inactives: at the top dose activity change, negative = inhibition, most hits filed as inhibitors; 270,000 tested, 0.007% active; AID 1868; also: potency is read from the fitted curve at half-maximal effect; % is scaled to controls: 0 for no effect and ±100 for the full control effect
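Compounds were pin-transferred into ATP buffer (35 uM final), then GALK plus galactose (5 nM, 100 uM final) was added. After 1 h at room temperature, Kinase-Glo Plus was added and luminescence read after 10 min.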
Giardia killer – kills Giardia lamblia; Giardia lamblia trophozoite viability; activity change, % at 7.66 µM, hits read low; 340,000 tested, 0.15% active; AID 540267; in the data active = activity change below about -80%; inconclusive = between about -30% and that limit;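 also: parasites exposed to compound for two days anaerobically before the ATP read; % is scaled to controls: 0 for no effect and ±100 for the full control effect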
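Luminescent ATP signal served as the viability read-out, measured 15-30 min after adding ATP detection reagent to trophozoites that had been incubated with compounds for 48 hrs at 37 deg C anaerobically at 100 cells/well.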
KCNH2 WT inh – KCNH2 (human, wildtype) channel inhibition. Q12809. U2OS, BacMam KCNH2, thallium flux FluxOr; active compounds read low. activity change, % at 1.84 µM. 340,000 tested, 0.37% active. AID 720551;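 active = maximum activity change below -70%; inconclusive = maximum activity change between -70% and -50%; inactive = maximum activity change above -50%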; also: % is scaled to controls: 0 for no effect and ±100 for the full control effect
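U2OS cells transduced with wild-type KCNH2 virus are loaded with FluxOr dye for 45 min, and thallium flux is measured in kinetic reads before and after stimulation buffer. Rate constants are normalized to DMSO controls.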
TCR act – activates T cell receptor signaling. primary human leukocytes, anti-CD3, IL-2 HTRF, 48 h. Potency, µM (top dose mostly 9.22 µM), inactives show top-dose activation of IL-2 secretion, actives largely listed as activators. 330,000 tested, under 10 active; also: % of control where 0% means no effect
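Primary human leukocytes were stimulated with a-CD3 beads plus compounds for 48 hr without co-stimulation; secreted IL-2 was quantified by HTRF using a-IL-2-K (europium cryptate) and a-IL-2-d2, excited at 320nm with acceptor emission read at 665nm.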
The depositor's hits bear a star; ? = inconclusive; . = not tested or not shown; [ ] = remark or other dose. Unless noted, calls follow the shape of the dose curve; as a rule, active = well fitted curve in the direction sought with a large enough effect; inconclusive = small, poorly fitted or top-dose-only effect, or another doubt; inactive = no such curve, though single readings can be large; an effect the other way counts as inactive or inconclusive.

SMILES	A-T KAP1 phos	TSHR antagonist	MLL CXXC-DNA inh	Tb PFK inh	BCR signal inh	Coupling enz	GALK inhibitor	Giardia killer	KCNH2 WT inh	TCR act
Cn1c(=O)n(C)c2cc(N3CCCCC3)c(NC(=O)c3cccc(Cl)c3)cc21	-4.5%	16.6	25.6%	0.2%	?	.	-4.1%	-7.7	-1.8	-17.2%
COc1ccc(CCN(C)C(=O)CN2C(=O)NC3(CCCc4ccccc43)C2=O)cc1OC (stereo not drawn)	-2.8%	13.8	.	4.1%	-16.5%	.	.	3.9	-1.1	11.3%
Fc1ccc2c(c1)C(c1cccnc1)=NNC(c1cccs1)=N2	4.7%	6.1	2.4%	-0.8%	-10.9%	3.8	.	11.3	-3.0	-16.3%
CCOC(=O)C/C(C)=N/NC(=O)COc1ccccc1C	4.3%	-2.7	-3.2%	-8.0%	3.9%	1.4	-0.1%	-17.2	0.7	-2.0%[46.1 µM]
COC(=O)c1ccc(NC(=O)C(OC)c2ccccc2)cc1 (stereo not drawn)	13.9%	13.8	4.8%	-21.0%	2.4%	-6.2	2.0%	-15.4	-5.9	-1.1%
Cc1cccc(Nc2nnc(SCc3cc(=O)n4cc(C)ccc4n3)s2)c1	-6.3%	-6.9	-6.0%	-1.5%	8.7%	-5.6	2.1%	-6.1	-13.5	-1.0%[46.1 µM]
CN1C2CCC1/C(=C\c1ccccc1Cl)C(=O)/C2=C\c1ccccc1Cl	6.1%	3.1	4.8%	14.0%	-2.3%	2.2	-2.4%	.	.	.
O=C(N/N=C/c1ccc(N2CCOCC2)o1)c1cccc([N+](=O)[O-])c1	-2.8%	6.1	-8.6%	-8.4%	?	-43.9*	.	5.3	-1.7	2.3%[46.1 µM]
O=C(c1ccco1)N1CCN(S(=O)(=O)c2ccccc2)CC1	1.9%	-4.1	3.1%	1.4%	0.3%	6.4	-7.3%	7.3	3.3	-12.3%
COc1ccc(/C=C2\CCc3ccccc3C2=O)cc1CN1CCOCC1	1.4%	0.3	-10.8%	1.9%	-18.8%	0.8	-4.0%	5.3	9.0	-0.4%
CCn1cc(/C=N\NC(=O)c2ccc(Cl)cc2)cn1	5.7%	-2.5	-1.8%	-0.4%	-5.1%	0.0	3.5%	0.0	1.6	-1.1%[46.1 µM]
COc1ccc(NC(=S)NCc2ccccc2Cl)c(OC)c1	-2.0%	1.5	-3.9%	-1.0%	?	-5.1	1.8%	-0.3	-7.1	.
CN(CC(=O)Nc1ccc(F)c(F)c1F)C(=O)C1CC(=O)N(C2CCCC2)C1 (stereo not drawn)	-2.4%	12.2	.	2.5%	1.3%	.	.	-24.9	-5.4	-3.4%
COC(=O)CCC(=O)Nc1cccc2ccccc12	3.9%	2.3	0.4%	-2.9%	-4.6%	0.3	0.9%	23.2	-4.8	4.2%
CSc1ccc(CCNC(=O)c2cccc3c2C(=O)N(C2CCCCC2)C3)cc1	2.0%	-6.1	-1.3%	0.5%	?	.	3.1%	7.3	22.5	-2.2%
COc1ccc(/C=N/N2CCOCC2)cc1COc1ccc(F)cc1	-0.3%	7.6	5.2%	10.1%	-1.3%	-4.8	-0.5%	3.3	2.8	7.1%
COP(=O)(OC)C(Nc1cc(Cl)cc(Cl)c1)c1cccc(O)c1 (stereo not drawn)	-2.3%	-5.5	3.1%	1.7%	-3.4%	1.1	-1.8%	-8.8	14.0	-0.6%
CN(C(=O)c1ccccn1)c1nnc(-c2cnccn2)s1	3.2%	-4.0	-1.0%	14.7%	?	4.7	0.3%	-6.5	-10.3	-0.5%
Cc1cccc(NC(=S)NN(Cc2ccccc2)c2ccccc2)c1C	-3.0%	-4.3	1.5%	-4.1%	?	3.8	-0.3%	-17.0	2.1	-1.5%
Cc1cccc(NC(=O)Cn2cnc3c(oc4ccccc43)c2=O)c1C	-3.5%	8.2	1.2%	3.9%	1.3%	3.4	0.3%	17.0	-6.6	.

One compound at a time, as listed above.
`CCn1cc(/C=N\NC(=O)c2ccc(Cl)cc2)cn1` as listed: A-T KAP1 phos = 5.7%; TSHR antagonist = -2.5; MLL CXXC-DNA inh = -1.8%; Tb PFK inh = -0.4%; BCR signal inh = -5.1%; Coupling enz = 0.0; GALK inhibitor = 3.5%; Giardia killer = 0.0; KCNH2 WT inh = 1.6; TCR act = -1.1%[46.1 µM]
`CSc1ccc(CCNC(=O)c2cccc3c2C(=O)N(C2CCCCC2)C3)cc1` as listed: A-T KAP1 phos = 2.0%; TSHR antagonist = -6.1; MLL CXXC-DNA inh = -1.3%; Tb PFK inh = 0.5%; BCR signal inh = ?; Coupling enz = .; GALK inhibitor = 3.1%; Giardia killer = 7.3; KCNH2 WT inh = 22.5; TCR act = -2.2%

Additional records:
SMILES	A-T KAP1 phos	TSHR antagonist	MLL CXXC-DNA inh	Tb PFK inh	BCR signal inh	Coupling enz	GALK inhibitor	Giardia killer	KCNH2 WT inh	TCR act
CC(C)Cn1c(N)c(C(=O)COC(=O)COc2cccc(C(F)(F)F)c2)c(=O)n(C)c1=O	13.0%	3.3	-0.8%	-1.2%	-0.2%	.	6.2%	-1.8	4.0	-2.3%
CC(Sc1nncs1)C(=O)NCC(=O)Nc1ccc(F)c(F)c1F (stereo not drawn)	-8.0%	5.1	24.8%	-2.5%	5.1%	-0.2	13.9%	24.1	-12.5	-5.7%
N#CC1(c2ccccc2)CCN(S(=O)(=O)c2ccc(OC(F)(F)F)cc2)CC1	14.3%	-10.7	28.6%	1.3%	-7.3%	-1.4	.	-26.9	4.3	0.7%
CN(C)S(=O)(=O)c1ccc(C(=O)N2CCN(S(=O)(=O)c3cccs3)CC2)cc1	0.8%	5.9	1.5%	-3.9%	2.2%	-4.6	4.2%	-2.1	-8.7	-6.5%
CC(C)C(=O)C1=Cc2cccc([N+](=O)[O-])c2OC1N1CCOCC1 (stereo not drawn)	-4.5%	-25.3	.	-11.8%	?	.	.	-8.4	3.2	-5.5%
COc1ccc(CNC(=O)CCC(=O)n2ncc3cc(C)ccc32)cc1	-9.3%	-4.7	.	-1.2%	-5.3%	1.5	.	6.6	-3.6	-2.5%
CCCCOC(=O)c1ccc(-c2ccc(/C=N/NC(=S)NCC)o2)cc1	0.9%	15.2	9.3%	-1.4%	?	-0.5	-2.1%	-16.1	-27.5	-1.5%
CC(=O)c1ccc(N=Nc2ccc(N(C)C)cc2)cc1	-2.8%	8.0	-7.0%	-2.2%	?	0.6	8.1%	-0.3	-17.5	4.6%
CNS(=O)(=O)c1ccc(NC(=O)c2ccc(Cl)cc2Cl)cc1	4.6%	-2.6	2.5%	3.7%	0.0%	-0.8	.	6.0	14.5	2.2%[46.1 µM]
CCCCN(C)C(=O)C1CCN(Cc2ccccn2)CC1	3.0%	1.2	-12.1%	-4.1%	-1.2%	3.7	2.4%	-28.9	-7.3	4.9%
CC(C)CNC(=S)NNC(=O)c1csc2ccccc12	-0.4%	-5.7	8.3%	0.4%	-20.5%	-0.2	-3.8%	-17.5	-7.1	.
N/C(=N\OC(=O)C12CC3CC(CC(C3)C1)C2)c1ccncc1	-1.3%	-0.1	-2.5%	-8.2%	?	0.5	4.2%	-15.2	3.2	2.2%
O=C1c2ccccc2C(=O)C1c1nccc2ccccc12	-6.1%	-2.9	1.1%	-3.1%	-0.4%	-5.5	-1.3%	?	-7.8	-36.4%
C/C(=C/c1ccccc1)C(=O)N1CCN(c2ccccc2F)CC1	12.2%	-21.5	1.1%	1.2%	13.1%	0.6	.	1.4	3.2	-4.4%
CCOc1ccccc1NC(=O)c1ccc(OCC(=O)N2CCOCC2)c(OC)c1	15.2%	-10.8	.	0.8%	-0.9%	.	.	-8.0	0.9	.
COc1cccc(-c2nn(-c3ccc(C)cc3)cc2C(=O)NCC(c2cccs2)N2CCOCC2)c1 (stereo not drawn)	13.2%	-7.2	.	1.7%	3.7%	.	.	2.7	5.4	-3.1%
CN(C)c1ccc(NC2=C(Cl)C(=O)c3ccccc3C2=O)cc1	-18.4%	-44.4	4.9%	-11.6%	?	-42.7*	.	-2.2	?	1.2%[46.1 µM]
O=C(c1cccc(F)c1)N1CCCC(C(=O)N2CCCCC2)C1 (stereo not drawn)	27.3%	-20.0	9.0%	4.4%	5.6%	.	-8.7%	?	-15.9	-2.6%
Cc1cccc(C)c1NC(=S)NN1CCN(C)CC1	2.9%	20.7	5.6%	0.9%	?	1.7	0.3%	4.1	9.9	-1.9%
O=C(CCNC(=O)c1ccc([N+](=O)[O-])cc1)Nc1cccc(S(=O)(=O)N2CCCCC2)c1	11.2%	1.5	-9.3%	-19.1%	?	1.1	0.0%	-11.7	2.7	-7.2%

Screens from PubChem BioAssay.
